# Screening data deposited in PubChem BioAssay by several laboratories.
# ASAP1 inh – inhibitors of human ASAP1 ArfGAP activity; inhibition, % at 16.5 µM; 360,000 tested, 0.19% active; AID 624377; ASAP1-stimulated ARF1 GTP hydrolysis, GDP FP detection; in the data active means inhibition above about 25%;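 further: 0% = vehicle with enzyme and substrate and 100% = no enzyme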
# PG9 Ab binder – binds the HIV-1 gp120 antibody PG9 | TR-FRET gp120-PG9 antibody binding | AID 624416 | inhibition, % at 6.7 µM | 360,000 tested, 0.43% active; in the data active means inhibition above about 8.5%
# NR1D1 modulator – Rev-erb alpha (human) modulation; P20393; 370,000 tested, 0.79% active; AID 1259318; activity, % at 10 µM; Rev-erbα–FITC-DNA binding, fluorescence polarization, 90 min;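 active means activity above about 14%, limit read from the data; passing the limit was not always enough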;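 further: 0% = DMSO wells with 35 nM protein and 100% = DMSO wells with 750 nM protein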
# GC-A act – GC-A (human) enzyme activation; activation, % at 10 µM; P16066; HEK293 GC-A cells, cGMP TR-FRET, EC30 ANP; 0% at EC30 ANP, 100% saturating ANP; 370,000 tested, 0.14% active; AID 1671463; in the data active means activation above about 40%
# HTRA1 inhibitor – HTRA1 (human) protease inhibition; 340,000 tested, 0.5% active; recombinant HTRA1, FP-rhodamine activity-based probe, fluorescence polarization; inhibition, % at 5.96 µM; AID 504803; Q92743; in the data active means inhibition above about 36%;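 further: 0% = enzyme with DMSO and 100% = wells lacking enzyme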
# GC-B act – GC-B (human) receptor activation | AID 1920062 | HEK293-GC-B cells, CNP EC30, cGMP TR-FRET; 0% at EC30 CNP, 100% saturating CNP | P20594 | activation, % at 10 µM | 370,000 tested, 0.11% active;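 active means activation at 10 µM reaching about 35% in either raw or pattern-adjusted values, limit read from the data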
# Target sequence (P20594 whole entry, looked up): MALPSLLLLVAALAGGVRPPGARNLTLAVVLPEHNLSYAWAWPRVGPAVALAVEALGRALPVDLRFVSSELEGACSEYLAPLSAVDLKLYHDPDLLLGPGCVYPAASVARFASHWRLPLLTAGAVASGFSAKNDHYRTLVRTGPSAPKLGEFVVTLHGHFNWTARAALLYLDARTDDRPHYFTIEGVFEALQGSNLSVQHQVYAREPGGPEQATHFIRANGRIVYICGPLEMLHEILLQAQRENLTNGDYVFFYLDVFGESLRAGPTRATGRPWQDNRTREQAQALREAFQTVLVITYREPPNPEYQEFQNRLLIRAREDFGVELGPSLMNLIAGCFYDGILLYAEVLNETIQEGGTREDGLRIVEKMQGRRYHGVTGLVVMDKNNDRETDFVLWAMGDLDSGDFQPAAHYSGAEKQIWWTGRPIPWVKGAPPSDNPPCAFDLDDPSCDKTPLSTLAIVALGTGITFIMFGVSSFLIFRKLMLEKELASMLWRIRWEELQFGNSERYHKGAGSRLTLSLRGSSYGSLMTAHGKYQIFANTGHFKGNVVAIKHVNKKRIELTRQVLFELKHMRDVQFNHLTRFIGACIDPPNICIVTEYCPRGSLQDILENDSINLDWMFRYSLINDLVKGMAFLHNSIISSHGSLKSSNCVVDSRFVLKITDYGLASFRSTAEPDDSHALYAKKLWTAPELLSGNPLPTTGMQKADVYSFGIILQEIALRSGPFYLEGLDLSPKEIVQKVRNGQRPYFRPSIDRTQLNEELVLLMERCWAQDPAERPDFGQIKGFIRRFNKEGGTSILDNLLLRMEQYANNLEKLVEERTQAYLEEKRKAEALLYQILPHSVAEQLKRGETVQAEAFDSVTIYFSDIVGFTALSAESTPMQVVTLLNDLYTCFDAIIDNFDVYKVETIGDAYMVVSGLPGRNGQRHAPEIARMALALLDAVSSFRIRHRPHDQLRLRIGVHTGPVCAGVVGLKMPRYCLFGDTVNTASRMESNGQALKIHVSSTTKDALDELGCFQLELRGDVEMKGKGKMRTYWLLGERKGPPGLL
# ABHD4 inh – inhibits mouse alpha/beta hydrolase domain 4. Q8VD66. purified mABHD4, FP-Rh probe fluorescence polarization. inhibition, % at 8.92 µM. 370,000 tested, 0.54% active. AID 720543;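 active means inhibition exceeding the mean over every tested compound plus 3 SD, cut at about 30% in these data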;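 further: 0% = plate median of compound wells and 100% = S159A mutant with DMSO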
#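 Material: mouse ABHD4 enzyme, wild type; Benchmarks: S159A mutant high control, sample median low control; Buffer or medium: HEPES pH 7.0, NaCl, Pluronic buffer; Signal: fluorescence polarization; Read-out: percent inhibition of probe binding, normalized to plate controls; Timing: pre-incubation 45 min, probe exposure 60 min, at 25 °C; Dosing: 8.92 µM, single dose.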
# SMARCA2 act – SMARCA2 function activation, primary screen; activation, % at 9.1 µM; AID 652017; MG213 cells, MMTV-luciferase reporter, dexamethasone, overnight; 370,000 tested, 1% active; in the data active means activation above about 7.8%;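 further: 0% = vehicle wells and 100% = reference activator wells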
# ARFGAP1 inh – inhibitors of rat ARFGAP1. Q62848. Arfgap1-stimulated ARF1 GTP hydrolysis, GDP FP detection. inhibition, % at 16.5 µM. 360,000 tested, 0.26% active;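 active means inhibition above a per-plate limit, mean inhibition of low control wells plus 3 SD, cut at about 25% in these data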;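 further: 0% = DMSO wells with enzyme and 100% = wells lacking Arfgap1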
#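 Material: truncated rat Arfgap1 GAP domain; Incubation: compound-enzyme preincubation 20 min, reaction 120 min, detection 60 min, 25 °C; Read-out: percent inhibition of Arfgap1-stimulated GTP hydrolysis; Technique: FP, GDP Alexa 633 tracer displaced from anti-GDP antibody, 620/688 nm; Controls: No-Arfgap1 wells (100%) versus DMSO full-reaction wells (0%); Replication: single well per compound.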
# rCAG RNA binder – binds r(CAG) RNA repeats; r(CAG) RNA repeat, TO-PRO-1 dye displacement fluorescence; 370,000 tested, 1.3% active; AID 651821; inhibition, % at 3 µM;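 active means inhibition above the plate cutoff, the mean of all test compounds on that plate plus 3 SD, cut at about 35% in these data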;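 further: 0% = DMSO alone and 100% = 100 µM mitoxantrone as full dye displacement; higher means more dye released from RNA so lower well fluorescence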
# Numbers without * were called inactive; x = not tested or not shown.
SMILES,ASAP1 inh,PG9 Ab binder,NR1D1 modulator,GC-A act,HTRA1 inhibitor,GC-B act,ABHD4 inh,SMARCA2 act,ARFGAP1 inh,rCAG RNA binder
Cc1csc(NC(C)c2nc3cc(Cl)c(Cl)cc3n2CCCO)n1 (configuration not stated),10,-2.0,-2,-10,-13,-10,1,-1,3,3
Cc1cccc(NC(=O)NC2CC(=O)N(c3ccc4c(c3)OCCO4)C2)n1 (configuration not stated),-1,-2.4,6,4,-3,2,-11,-5,12,-5
CC(C)Oc1ccc(CC(=O)NNC(=S)Nc2ccccc2)cc1,23,-2.5,-4,2,2,-5,-3,-4,-14,1
OCCN1CCN(c2nc(-c3ccccc3)nc3c2oc2ccccc23)CC1,-4,0.2,0,3,-29,-26,-6,2,-2,3
N#Cc1c(NC(=O)c2ccccc2Cl)n(Cc2ccccc2)c2nc3ccccc3nc12,-6,-1.6,1,1,-26,10,10,-4,0,90*
CCCS(=O)(=O)N1CCCC(C(=O)Oc2ccccc2Cl)C1 (configuration not stated),0,-0.2,5,1,5,3,5,-2,13,-8
O=C(O)c1ccc2c(c1)C(=O)N([C@H](Cc1cccc3ccccc13)C(=O)O)C2=O,4,1.1,-5,0,x,9,5,-4,3,3
COc1ccc(CCNC(=O)Nc2cccc([N+](=O)[O-])c2)cc1OC,13,-1.5,3,-3,6,-3,-8,-1,6,3
CNC(=S)NNC(=O)c1c(C)nc2cc(C)ccn12,3,0.2,-8,6,0,1,0,-2,6,-2
Cc1ccccc1CN1CCNC1=O,-10,0.9,-2,1,4,6,3,-1,2,4
CC12CCC(=O)N1C(C(=O)Nc1nnc(SCc3ccccc3F)s1)CS2 (configuration not stated),15,-0.1,6,3,2,10,-9,0,-3,7
O=[N+]([O-])c1cccc(N/N=C/c2cccc3ccccc23)c1,-10,-1.0,3,-1,16,-9,9,-4,4,21
Cc1cn([C@H]2C[C@H](O)[C@@H](CNCc3cc(Br)ccc3OCc3ccccc3)O2)c(=O)[nH]c1=O,-9,0.7,5,-20,-3,-16,-33,4,4,2
O=C(CCNC(=O)c1ccc(Br)cc1)Nc1nc2ccccc2[nH]1,-6,0.6,4,0,2,-5,0,1,13,0
Clc1ccc(-c2nc3nc4ccccc4nc3n2Cc2ccco2)cc1,7,2.1,1,8,-12,4,-9,3,-6,4
Cc1c(C(=O)Nc2ccc3c(c2)CCC3)cccc1[N+](=O)[O-],2,-0.8,5,-2,-8,-3,2,3,3,-2
Oc1ccc(/C=N/Nc2nc(-c3ccccc3F)nc3ccccc23)c(O)c1,5,-1.3,3,4,18,-2,4,-5,3,22
CCN(CC)CCNC(=O)c1ccc(NS(=O)(=O)c2ccc3c(c2)OCCO3)cc1,7,-1.1,-6,2,0,-2,-4,0,-5,-3
O=C(/C=C/c1ccc2c(c1)OCO2)c1ccc(O)cc1O,4,-1.8,-5,0,-15,-4,-15,3,5,15
Cc1cc(C)n2nc(C(=O)OCC(=O)Nc3ccc(C)c(S(=O)(=O)N(C)C)c3)nc2n1,-13,0.7,2,0,2,-3,-5,-4,4,7
O=C(CN1CCN(c2cccc(Cl)n2)CC1)N1CC(O)CO1 (configuration not stated),19,0.7,-1,2,4,-3,0,0,-3,3
O=C(CSc1nccc(=O)[nH]1)NC1CCCCCC1,-18,-1.3,3,-1,-2,-3,4,2,3,1
COc1ccccc1NS(=O)(=O)c1cccc(C(=O)N/N=C/c2cn(-c3ccccc3)nc2-c2ccccc2)c1,-2,-2.5,-5,-3,-27,2,-91,-2,3,15
CC(=O)c1ccc(NC(=O)CN2CCC(C(=O)c3ccc4c(c3)OCCO4)CC2)cc1,8,-1.1,4,2,-11,0,-2,-3,10,-1
C/C(=N\NC(=S)NCCc1ccccc1)c1cccc(Br)c1,-6,-0.8,14,5,-6,2,-15,-1,-5,5
Cc1cc(C)nc(NC(=NCCc2c[nH]c3ccccc23)NC(=O)Nc2ccc(Cl)cc2)n1,7,0.5,3,0,-56,-2,0,-5,0,12
CCN1C(=O)[C@@H]2[C@@H](c3ccc(-c4ccc5c(c4)OCO5)c(OC)c3)N3CCCC[C@@]3(C(=O)OC)[C@@H]2C1=O,-11,-0.2,-3,-1,-1,-5,-9,-1,-1,10
O=C(NC(=O)N1CCCc2ccccc21)c1ccccc1,10,-2.3,-8,3,13,4,-3,-1,-1,-3
CCc1ccc(N(CC(=O)Nc2nc3ccc(C)cc3s2)S(=O)(=O)c2c(C)noc2C)cc1,5,-1.3,2,-3,-95,-8,-75,-3,14,10
O=C(NCc1cccnc1)c1c(F)c(F)c(F)c(F)c1F,11,1.6,-9,6,2,7,7,0,1,2
O=S1(=O)c2ccc(N3CC[C@H](O)C3)cc2O[C@H]2CCN1C2,x,x,3,-2,x,-1,8,-2,x,4
Cc1ccc(C)c(OCCCCN2CCCCC2)c1,4,0.8,-3,-1,2,3,13,-1,-2,-2
N#Cc1ccc(C23CC4(C2)[C@H](CN(Cc2ccc(-c5ccccc5)cc2)[C@@H]4c2ccccc2)C3c2ccccc2)cc1 (some centres not stated),7,0.6,6,1,-14,-10,4,-1,11,11
CC(C)SC1=NC(C)(C)C=C(/C=C/c2ccc(Cl)cc2Cl)N1,1,-1.8,4,2,-27,6,-14,0,-1,5
COCCCn1c(SCC(N)=O)nnc1-c1ccccc1,6,-3.9,2,3,1,2,-6,-2,-11,1
O=C(NCCSc1ccccn1)c1ccc(Cl)cc1,1,0.5,3,-2,0,-3,0,0,14,1
CN(C(=O)COC(=O)/C=C/c1ccc(Cl)c(Cl)c1)c1c(N)n(Cc2ccccc2)c(=O)[nH]c1=O,-1,1.3,2,3,-7,-1,0,-2,-2,4
COc1ccc(C(=O)N/N=C/c2cccnc2)cc1,-7,-1.1,-6,-3,-2,-2,-3,11*,9,-3
O=C(CN1CCc2ccccc2C1)Nc1ccc(Br)cc1,1,-2.5,-4,6,-14,-4,-1,-1,-4,-3
Cc1c(C(=O)N2CCCCC2)c(S(=O)(=O)NCc2ccccc2Cl)c(C)n1C,1,-2.4,-6,0,4,0,18,4,15,-4
CCOc1ccc(NC(=O)CCC(=O)N/N=C/c2ccc([N+](=O)[O-])s2)cc1,0,-2.7,-3,-4,10,0,5,-2,5,3
Cc1ccc(O)c(N=Cc2sc3ccccc3c2Cl)c1,0,-1.6,-2,-1,25,-3,25,-3,8,3
CCCCN(C(=O)c1ccc2c(c1)OCO2)C1CCS(=O)(=O)C1 (configuration not stated),-7,1.1,7,-5,2,-3,-5,-3,10,-4
COc1ccccc1C(c1nnnn1CCc1ccccc1)N1CCCCCC1 (configuration not stated),-6,0.3,-1,-14,-23,-7,0,-2,6,0
Brc1ccc(-c2nnc(-c3ccccc3)o2)o1,2,-0.4,-3,-2,1,-1,-2,4,2,-1

# Another view of some results above:
SMILES	ASAP1 inh	PG9 Ab binder	NR1D1 modulator	GC-A act	HTRA1 inhibitor	GC-B act	ABHD4 inh	SMARCA2 act	ARFGAP1 inh	rCAG RNA binder
CC(C)SC1=NC(C)(C)C=C(/C=C/c2ccc(Cl)cc2Cl)N1	1	-1.8	4	2	-27	6	-14	0	-1	5
COCCCn1c(SCC(N)=O)nnc1-c1ccccc1	6	-3.9	2	3	1	2	-6	-2	-11	1
O=C(NCCSc1ccccn1)c1ccc(Cl)cc1	1	0.5	3	-2	0	-3	0	0	14	1

# Sorted by length of the SMILES (rising): 3 of the compounds above.
SMILES,ASAP1 inh,PG9 Ab binder,NR1D1 modulator,GC-A act,HTRA1 inhibitor,GC-B act,ABHD4 inh,SMARCA2 act,ARFGAP1 inh,rCAG RNA binder
Brc1ccc(-c2nnc(-c3ccccc3)o2)o1,2,-0.4,-3,-2,1,-1,-2,4,2,-1
COc1ccccc1C(c1nnnn1CCc1ccccc1)N1CCCCCC1 (configuration not stated),-6,0.3,-1,-14,-23,-7,0,-2,6,0
Cc1c(C(=O)N2CCCCC2)c(S(=O)(=O)NCc2ccccc2Cl)c(C)n1C,1,-2.4,-6,0,4,0,18,4,15,-4

# The list continues:
SMILES,ASAP1 inh,PG9 Ab binder,NR1D1 modulator,GC-A act,HTRA1 inhibitor,GC-B act,ABHD4 inh,SMARCA2 act,ARFGAP1 inh,rCAG RNA binder
Cc1nnsc1C(=O)Nc1cccc(Cl)c1,-12,-0.6,1,-2,0,-8,9,-2,-6,-1
CCOC(=O)N/N=C/c1cccc(Cl)c1Cl,0,-0.9,0,-1,-9,-4,3,2,9,0
CCN(CC)S(=O)(=O)c1ccc2c(c1)c(=O)c(C(=O)NCCc1ccc(OC)c(OC)c1)cn2C,-14,-0.9,-1,5,7,-3,0,4,-14,1
COc1ccc(OCCOC(=O)CCS(=O)(=O)c2ccc(C)cc2)cc1,-2,-0.2,-5,1,-4,1,0,4,7,-4
CC(Nc1ccc(F)cc1F)C(=O)NC(=O)NC1CCCCC1 (configuration not stated),8,2.8,3,4,-8,1,0,-2,-11,-8
O=c1c(-c2ccccc2)n[nH]c2ccccc12,16,-2.8,-1,0,-3,-7,0,6,-10,-1
Cc1ccc(S(=O)(=O)n2ccc3c(OCCOCCSCC(NC(=O)OC(C)(C)C)C(=O)O)cccc32)cc1 (configuration not stated),2,-2.1,1,-1,-46,4,-1,-4,-1,48*

# Compound profiles, from the list above:
# COc1ccc(OCCOC(=O)CCS(=O)(=O)c2ccc(C)cc2)cc1 is listed as ASAP1 inh = -2; PG9 Ab binder = -0.2; NR1D1 modulator = -5; GC-A act = 1; HTRA1 inhibitor = -4; GC-B act = 1; ABHD4 inh = 0; SMARCA2 act = 4; ARFGAP1 inh = 7; rCAG RNA binder = -4
# O=c1c(-c2ccccc2)n[nH]c2ccccc12 is listed as ASAP1 inh = 16; PG9 Ab binder = -2.8; NR1D1 modulator = -1; GC-A act = 0; HTRA1 inhibitor = -3; GC-B act = -7; ABHD4 inh = 0; SMARCA2 act = 6; ARFGAP1 inh = -10; rCAG RNA binder = -1
